# Screening results (PubChem BioAssay)
# ARNT TACC3 PPI = disrupts binding between human ARNT and TACC3; AID 623870; AlphaScreen His-ARNT PAS-B/GST-TACC3 binding, luminescence; TACC3 fragment carries E629A point mutation; inhibition, % at 9.99 µM; 390,000 compounds, 0.66% hits;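 active = mean inhibition of replicates at least 50% and at least half of replicates each reaching 50%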;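 note: 0% = complete ARNT plus TACC3 wells and 100% = ARNT alone without TACC3; many hits fall short of the cut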
# PAX8 reporter = inhibitors of PAX8 transcriptional activity in RMG-I cells; 360,000 compounds, 1.2% hits; inhibition, % at 12.6 µM; RMG-I TPO-luciferase reporter, SteadyGlo, 24 h;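 active = mean replicate inhibition at least 60% with every replicate also reaching 60%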;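 note: luciferase light reporting Pax8 driven TPO promoter activity; plate controls were median of neutral control wells for no effect and mitoxantrone controls for full effect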
# Active calls of the source: *. Only part of the results is shown. The share of hits here may be higher or lower than overall.
SMILES	ARNT TACC3 PPI	PAX8 reporter
CC(C)(C)C(=O)Nc1nc(-c2ccccc2)ns1	-1	-156
COc1ccc(S(=O)(=O)O/N=C2\CCSc3ccc(C)cc32)cc1	2	16
O=C(Nc1nnc(COc2ccccc2)s1)c1ccco1	37	-9
O=C(CSc1nnc(-c2ccccn2)n1Cc1ccco1)c1ccccc1	13	9
Cc1noc(C)c1COc1ccc(C(=O)OCC(=O)Nc2ccc3ccccc3c2)cc1	4	-22
Cc1ccc(CNC(=O)CSc2nnnn2C)cc1	-3	-27
O=C(Cc1ccc(-n2c(=S)[nH]c3ccccc3c2=O)cc1)N1CCC(N2CCCCC2)CC1	5	-1
COc1ccc2c(c1)[n+](=O)c(C(C)=O)c(C)n2[O-]	22	1
O=C(CSc1ccccn1)N1CCN(c2cccc(Cl)c2)CC1	4	16
Cc1ccc(C)c(N2CCN(C(=O)CCCCn3c(=O)[nH]c4ccccc4c3=O)CC2)c1	2	23
CCCC(c1nnnn1C1CCCCC1)N1CCN(c2ncccn2)CC1 (stereo unspecified)	-6	-3
CC(=O)N1c2c(cc(Br)cc2S(=O)(=O)NCc2cccnc2)CC1C (stereo unspecified)	0	4
Cc1cc(Cl)cc(Br)c1OCCCN1C(=O)NC(C)(C)C1=O	-9	8
O=C(COc1ccc(-c2nnco2)cc1)N1CCN(S(=O)(=O)c2ccc3ccccc3c2)CC1	-11	21
CC1CCCC(C(=O)OCc2ccccc2)N1 (stereo unspecified)	6	-7
CCOC(=O)c1[nH]c2ccc(OC)cc2c1NC(=O)CCN1CCN(Cc2ccccc2)CC1	0	-11
Cc1nn(Cc2ccccc2Cl)c(C)c1C(=O)NCc1ccco1	6	-21
COC(=O)c1ccc(NCCc2csc(-c3ccc(C)cc3)n2)c([N+](=O)[O-])c1	36	-8
CC(O)Cc1nsc(NC(=O)c2ccc(Br)o2)n1 (stereo unspecified)	-11	-29
COCCN(C(=O)c1ccco1)c1nnc(-c2ccc(OC)cc2)s1	-29	-75

# Single records (already shown).
# Record of `COc1ccc2c(c1)[n+](=O)c(C(C)=O)c(C)n2[O-]` : ARNT TACC3 PPI: 22; PAX8 reporter: 1
# Record of `O=C(COc1ccc(-c2nnco2)cc1)N1CCN(S(=O)(=O)c2ccc3ccccc3c2)CC1` : ARNT TACC3 PPI: -11; PAX8 reporter: 21

# (further entries)
SMILES	ARNT TACC3 PPI	PAX8 reporter
COc1cc(-c2nnc(-c3ccc(N4CCOCC4)cc3)o2)cc(OC)c1OC	13	8
CC(C)(C)N1C(=O)c2ccccc2NC(=O)N1Cc1ccccc1	12	8
O=C(CN1CCN(S(=O)(=O)c2ccccc2)CC1)Nc1ccc(Cl)c(Cl)c1	-4	11
c1ccc(OCc2nn3c(-c4ccccn4)nnc3s2)cc1	27	-54
Oc1ccccc1-c1nc(N2CCN(Cc3ccccc3)CC2)c2ccccc2n1	-14	-18
O/N=C(/CN(O)/C=C1/C=CC=N1)c1cccs1	-2	16
COc1ccc(OCC(O)CN2C(=O)NC(C)(C)C2=O)cc1 (stereo unspecified)	-2	10
CCC(C)NC(=O)Nc1ccc2c(c1)N(C)C(=O)c1ccccc1S2 (stereo unspecified)	12	9
C=CCn1c(SCc2c(C)noc2C)nnc1C1COc2ccccc2O1 (stereo unspecified)	-4	8
CCCCNC(=O)CCc1nc2cccnc2n1Cc1ccc(OC)cc1	-3	7
Cc1ccc(S(=O)(=O)c2ccccc2)cc1S(=O)(=O)N1CCOCC1	0	-11
O=C1CC(N2CCN(c3cccc(C(F)(F)F)c3)CC2)C(=O)N1c1ccccc1 (stereo unspecified)	0	6
CC1(C)CC2CC(C)(CN2C(=O)COC(=O)Cn2[nH]c(=O)c3ccccc3c2=O)C1 (stereo unspecified)	-3	3
COc1ccc(C2=Nc3ccccc3OC2)cc1	-13	-188
CN1CCN(c2nc(-c3ccccc3)cc(C(F)(F)F)n2)CC1	5	2
CC(=O)c1c(C)oc(C)c1CSCc1ccc(C(=O)O)o1	8	9
CCOC(=O)Nc1ccc(S(=O)(=O)Nc2nccc(C)n2)cc1	-6	0
COc1ccc(OC)c(NC2=NC3(CCCC3)N=C(N)N2)c1	16	9
CCC(=O)Nc1ccc(NC(=O)Cc2ccccc2)cn1	2	-7
CCn1c(C)cc(=S)c2ccccc21	29	23

# The listing continues.
SMILES	ARNT TACC3 PPI	PAX8 reporter
Cc1ccccc1Nc1nc(N)nc(COC(=O)c2cccn2C)n1	5	-164
CCC(=O)N(CC)c1nc(-c2ccc(OC)cc2)cs1	-9	-104
O=C(NCC(=O)N(c1ccccc1)C(C(=O)NCC1CCCO1)c1ccccc1)c1ccco1 (stereo unspecified)	-3	-6
COc1ccc(N2C(=O)C(Cl)=C(N3CCCC3)C2=O)cc1	-9	10
CCn1c(SC(C)C)nnc1-c1cc(-c2ccccc2)sc1N	-2	-38
CCn1cc(C(=O)NCC2COc3ccccc3O2)c2cc(OC)c(OC)cc2c1=O (stereo unspecified)	-3	1
CCN(C(=O)c1c(C)cc(=O)oc1C)c1ccc2c(c1)OCO2	-4	8
Cc1ccc(CNC(=O)CCCNS(=O)(=O)c2cccc3nonc23)cc1	-5	0
O=C1N/C(=N\N=C\c2ccc3ncccc3c2)SC1Cc1ccc(SC(F)F)cc1 (stereo unspecified)	-22	-30
Cc1csc(SCC(=O)Nc2cc(C(C)(C)C)nn2-c2ccccc2)n1	0	11
Cn1c(CNS(=O)(=O)c2ccc(F)cc2)n[nH]c1=S	-7	-12
CCc1cc2c(=O)c(-c3ccc4c(c3)OCCO4)coc2cc1OC(=O)c1ccco1	-3	-146
CC1(C)CC2(CCO1)OC(=O)CC2C(=O)Nc1cccc2ccccc12 (stereo unspecified)	1	0
CN=C(Nc1ccc(Cl)cc1)c1ccc(C(F)(F)F)cc1	0	-77
Nc1nonc1-c1noc(CCCCCN2C(=O)c3ccccc3C2=O)n1	-10	-42
O=C(CS(=O)c1ccc(C(F)(F)F)cc1[N+](=O)[O-])Oc1ccc(Cl)cc1 (stereo unspecified)	-5	-1
Cc1ccc(S(=O)(=O)NNC(=O)c2snnc2C)cc1	-14	6
COc1ccc(C2C(C#N)=C(N)Oc3cc(N)ccc32)cc1OC (stereo unspecified)	-4	-12
O=C(CCc1ccccc1)Nc1ccc(NC(=O)c2ccco2)nc1	6	-44
CC(C)(C)n1nnnc1CN(Cc1ccc(F)cc1)Cc1ccco1	-1	-4

# Continued.
SMILES	ARNT TACC3 PPI	PAX8 reporter
COc1[nH]c(/N=C/c2ccccc2)c(C#N)c1C#N	14	13
CC(C)(C)CC(=O)N1CCC(c2nc3c(nnn3Cc3c(F)cccc3Cl)c(=O)[nH]2)CC1	1	9
Oc1c(Cl)cc(Cl)cc1CNc1ccc(Br)cn1	-1	-46
CCc1nnc(NC(=O)C2CCN(c3nccc(C)n3)CC2)s1	-5	6
Cc1occc1C(=O)N/N=C/c1cnn(C)c1C	-2	-95
CCCCCc1c(C)c(C#N)c2nc3ccccc3n2c1-n1ccnc1C	8	4
CC1C(C#N)=C(N)OC2=C1C(=O)CC(C)(C)C2 (stereo unspecified)	-1	-10
O=C(O)c1cc(-c2ccccc2)n(-c2ccccc2C(=O)O)n1	-11	-1
Cc1cccc(Nc2nc(N)nc(CN3CCN(c4ccccc4)CC3)n2)c1	29	16
CCN(Cc1cc2ccccc2[nH]c1=O)S(=O)(=O)c1ccccc1	1	9
Cc1nc(N2CCOCC2)c2oc3ccccc3c2n1	-12	19
CN(C)S(=O)(=O)c1ccc(N2CCCC2)c(C(=O)Nc2ccc(N3CCOCC3)cc2)c1	-8	11
O=C(NCc1ccco1)c1nc(-c2ccccc2)n(-c2ccccc2)n1	8	7
O=C(O)CCC(=O)OCC1CCCO1 (stereo unspecified)	-8	0
CCCCNc1cc(=O)oc2ccccc12	0	3
O=C(CSc1nc2ccccc2o1)Nc1ccc(Cl)cc1	-24	-62
O=C(c1ccc(CN2CCOCC2)cc1)N1CCN(Cc2ccccc2)CC1	6	-16
Cn1c(SCc2cc(=O)n3cc(Br)ccc3n2)nnc1C1COc2ccccc2O1 (stereo unspecified)	0	3
COc1cccc(-c2nc(CS(=O)CC(=O)NCCCOC(C)C)c(C)o2)c1 (stereo unspecified)	1	1
Nc1cccc(NC(=O)c2cccs2)c1	-27	0

# Random excerpt: 7 records from the list, in no set order.
SMILES	ARNT TACC3 PPI	PAX8 reporter
Cc1nc(N2CCOCC2)c2oc3ccccc3c2n1	-12	19
O=C(O)CCC(=O)OCC1CCCO1 (stereo unspecified)	-8	0
O=C(c1ccc(CN2CCOCC2)cc1)N1CCN(Cc2ccccc2)CC1	6	-16
CCCCCc1c(C)c(C#N)c2nc3ccccc3n2c1-n1ccnc1C	8	4
CC1C(C#N)=C(N)OC2=C1C(=O)CC(C)(C)C2 (stereo unspecified)	-1	-10
Nc1cccc(NC(=O)c2cccs2)c1	-27	0
CN(C)S(=O)(=O)c1ccc(N2CCCC2)c(C(=O)Nc2ccc(N3CCOCC3)cc2)c1	-8	11

# Continuation:
SMILES	ARNT TACC3 PPI	PAX8 reporter
Cc1ccc(NC(=S)C2=C(O)c3sccc3N(C)S2(=O)=O)cc1	-4	-2
c1ccc(CNC2=NCCC2)nc1	10	6
Fc1nc(N2CCCC2)c(F)c(Oc2ccccc2Oc2c(F)c(F)nc(N3CCCC3)c2F)c1F	-7	10
CN1CCN(CCCn2cnc3c(=O)oc4ccccc4c32)CC1	7	-6
COc1ccc(N(CC(=O)N2CCN(C)CC2)S(C)(=O)=O)cc1OC	-11	-2
CN(C)C(=O)c1cc(Br)ccc1Cl	-10	-1
CCOC(=O)c1sc(NC(=O)CSc2nnc(C(C)C)n2CC)nc1C	-6	12
CCN(CC)C(=O)N1CCC(NC(=O)c2ccccc2)CC1	-2	2
COc1ccc(-c2cn(-c3ccc(C)cc3)c(=O)n2CC(=O)Nc2ccc(OC)cc2OC)cc1	1	-3
CC(C)(C)NS(=O)(=O)c1ccc(N2C(=O)c3ccccc3C2=O)cc1	-2	0
CCOC(=O)CC(NC(=O)c1ccco1)c1ccc(OC)cc1 (stereo unspecified)	-5	-7
Cc1ccc(-c2nnn(CC(=O)Nc3cccc4c3CCCC4)n2)o1	-11	9
CCOC(=O)c1c(NC(=O)COC)sc2c1CCCC2	-4	-24
CC(C)CCC(CCN1CCOCC1)c1ccc2c(c1)OCO2 (stereo unspecified)	-2	9
COCC(=O)Nc1nnc(C2CCCCC2)s1	-4	-33
Cc1sc(N/N=C/c2cccnc2)nc1-c1ccccc1	0	-65
N/C(=N\O)c1ccc(NC(=O)c2cccs2)cc1	2	-163
CC(=O)N1CCc2cc(S(=O)(=O)CCC(=O)N3CCc4ccccc4C3)ccc21	-2	14
O=C(CSc1nnc(-c2ccncc2)n1CCc1ccccc1)NCc1ccccc1	-2	17
CC(=O)c1ccc(NC(=O)CCc2c(C)nc3ncnn3c2C)cc1	1	-64

# Later entries.
SMILES	ARNT TACC3 PPI	PAX8 reporter
CCCCC(=O)Nc1nn(CC(C)C)c2nc3ccccc3cc12	-12	0
C[n+]1c2n(c3ccccc31)N=C(c1ccc(Cl)cc1)CS2	8	29
COc1ccc(CNC(=O)C(C)OC(=O)c2cccn2C)cc1 (stereo unspecified)	7	0
CC(C)(C)CC(=O)Nc1nnc(C(F)(F)F)s1	0	-4
COc1cccc(Cn2c(Oc3ccccc3)nc3c2c(=O)n(C)c(=O)n3C)c1	9	19
CC(C)(C)C(=O)COC(=O)c1ccc(O)cc1	0	-2
COCCCNC(=O)c1oc2ccc(S(=O)(=O)N(C)C3CCCCC3)cc2c1C	-10	-12
CCN1CCN(CCC(=O)Nc2cccc(OC)c2)CC1	19	9
O=c1c(-c2ccnn2-c2ccc(F)cc2)cnc2n1CCS2	-18	4
COCCn1c(Cc2ccccc2)nnc1SCC(=O)N1CCCCC1C (stereo unspecified)	-10	-1
Cc1ccccc1NC(=O)CCN1CCN(Cc2ccccc2)CC1	2	9
Cc1ccccc1S(=O)(=O)Cc1ccc(C(=O)NCCCOC(C)C)o1	0	10
Cc1[nH]c2ccccc2c1[C@H]1[C@@H](CC#N)C1(C)C	7	12
CC(C)(CNc1ccc([N+](=O)[O-])cc1Cl)CNS(C)(=O)=O	-4	-1
O=C(c1cccc(N2CCCC2=O)c1)N1CCOCC1	-1	-17
COc1ccc(S(=O)(=O)NCCSCc2cccs2)cc1	2	18
COc1ncnc2c1cnn2-c1ccccc1	-4	-112
CC1(C)CC(=O)C2=C(C1)OC(c1ccncc1)C(C#N)=C2N (stereo unspecified)	-8	19
O=C1c2[nH]nc(-c3ccccc3O)c2C(c2ccccc2)N1Cc1ccco1 (stereo unspecified)	-9	4
O=C(c1cc2sccc2n1Cc1ccc(F)cc1)N1CCN(c2nc3ccccc3s2)CC1	2	1

# Other compounds.
SMILES	ARNT TACC3 PPI	PAX8 reporter
CCOC(=O)c1ccc(NC(=O)CSc2nnc(CNc3ccc(C)cc3)n2C)cc1	4	13
CCC1Oc2ccc(C)cc2N(CC(=O)NCc2cccc(OC)c2)C1=O (stereo unspecified)	-4	-5
O=C(CCSc1nnc2scc(-c3ccccc3)n12)Nc1nc(-c2ccccc2)ns1	-26	1
CCOC(=O)N1CCN(C(=O)C2CCN(S(=O)(=O)c3ccc(Cl)cc3)CC2)CC1	-3	-2
CC(=O)N1CCCc2cc(S(=O)(=O)N3CCc4ccccc4C3)ccc21	-2	14
CCN(CC)CCNC(=O)c1ccc2c(=O)n(CCc3ccccc3)c(=O)[nH]c2c1	-2	-18
CCOc1ccc(-c2nnn(CCC(=O)O)n2)cc1OC	3	-13
COc1ccc(-n2c(SCC(N)=O)nnc2-c2cccnc2)cc1	-3	-26
